GLA spleen mod: qHTS Assay for Inhibitors and Activators of Human alpha-Galactosidase From Spleen Homogenate | hit rate 0.008% among 240,000 | Potency, µM (series often up to 80 µM), for the others: top-dose activity change, negative = inhibition, actives largely listed as inhibitors | AID 2107, 2009 | human spleen homogenate, 4MU-alpha-Gal fluorescence, 40 min | Alpha-galactosidase A (Homo sapiens), P06280;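 further: potency means the concentration at half of the fitted maximal effect; 0% = enzyme with vehicle and -100% = no enzyme basal signal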
Target sequence (P06280 32-429 limits assumed): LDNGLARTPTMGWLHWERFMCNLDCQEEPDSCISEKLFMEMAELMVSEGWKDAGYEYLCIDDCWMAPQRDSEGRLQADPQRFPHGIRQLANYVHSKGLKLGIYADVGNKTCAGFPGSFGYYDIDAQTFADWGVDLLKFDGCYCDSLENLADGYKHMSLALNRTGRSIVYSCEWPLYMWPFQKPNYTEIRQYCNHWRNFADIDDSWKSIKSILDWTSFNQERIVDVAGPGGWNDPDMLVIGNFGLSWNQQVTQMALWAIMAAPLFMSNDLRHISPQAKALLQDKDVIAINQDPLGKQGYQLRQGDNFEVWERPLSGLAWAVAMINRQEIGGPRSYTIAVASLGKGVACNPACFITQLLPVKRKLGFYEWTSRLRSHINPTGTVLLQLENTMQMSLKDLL
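Inhibition or activation of alpha-galactosidase in human spleen homogenate is scored by 4-MU fluorescence after 40 min at 37C, pH 5.0, with 1 mM substrate. AC50s come from concentration-response fitted to the Hill equation.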
TexasRed fluor: Total Fluorescence Counterscreen for Inhibitors of the Interaction of Thyroid Hormone Receptor and Steroid Receptor Coregulator 2; Potency, µM (series often up to 106 µM), for inactives: at the top dose fluorescence change, negative = quenching; TRb/SRC2 Texas Red total fluorescence interference; AID 1479, 2009; hit rate 0.29% among 280,000; active means well fitted curve in either direction with a large enough effect; inconclusive means small, poorly fitted or top-dose-only effect; further: potency means the concentration at half of the fitted maximal effect; on the % scale 0 is the no-effect control and ±100 the full control effect
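Flags fluorescent or light-absorbing compounds by total fluorescence, S + 2P, at 555 nm excitation and 632 nm emission. Mixture: 20 nM Texas Red SRC2 peptide, 0.6 uM human TRb LBD, 1 uM T3, 5% DMSO; compound exposure 5 h at ambient temperature.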
Epigenetic derep: Quantitative High-Throughput Screen for Regulators of Epigenetic Control. hit rate 0.2% among 280,000. murine LDR cells, GFP reporter derepression, 30 h. AID 1865, 2009. Potency, µM (doses to about 53.9 µM), for inactives: at the top dose GFP activation, usual class: activators; further: potency means the concentration at half of the fitted maximal effect; % of control where 0% means no effect; nearly all actives have a fitted effect of over 60% in size
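Readout is the number of GFP-expressing murine LDR cells, counted by cytometry following washing. Cells were treated with compound for 30 h at 37 C; the stably integrated CMV-GFP locus is normally silent.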
TRb-SRC2 inh: qHTS for Inhibitors of the Interaction of Thyroid Hormone Receptor and Steroid Receptor Coregulator 2; Thyroid hormone receptor beta (Homo sapiens), P10828; TRbeta-SRC2 peptide binding, fluorescence polarization; receptor liganded with 1 µM T3; Potency, µM (top dose mostly 106 µM), for inactives: top-dose activity change, negative = inhibition, hits mostly inhibitors; hit rate 0.065% among 280,000; AID 1469, 2008;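 further: potency means the concentration at half of the fitted maximal effect; plate controls were bound peptide for no effect and peptide without receptor for full effect; nearly all actives have a fitted effect of over 50% in size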
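Human TRb LBD (0.6 uM) plus Texas Red-labeled SRC2 peptide (20 nM), 1uM T3, 5% DMSO, 5 hr at ambient temperature. Decreased polarization (555/632 nm) flags inhibition; data normalized to free and bound peptide controls.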
Tau fibril FP: qHTS for Inhibitors of Tau Fibril Formation, Fluorescence Polarization | K18 P301L tau heparin fibrillization, Alexa594 FP, 6 h | Potency, µM (doses to about 57.7 µM), without a hit: top-dose activity, negative = inhibition, most hits filed as inhibitors | hit rate 0.39% among 280,000 | AID 1468, 2008; further: potency means the concentration at half of the fitted maximal effect; on the % scale 0 is the no-effect control and ±100 the full control effect; nearly all actives have a fitted effect of over 55% in size
Target sequence (P10636 561-689 P618L limits assumed): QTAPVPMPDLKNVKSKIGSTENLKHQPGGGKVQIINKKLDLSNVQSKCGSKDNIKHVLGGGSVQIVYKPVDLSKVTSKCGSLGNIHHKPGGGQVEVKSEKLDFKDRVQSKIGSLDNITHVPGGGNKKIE
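Compound effects on tau fibrillization are measured by Alexa 594 fluorescence polarization (ex 555, em 632 nm). K18 P301L tau is used at 15 uM with 0.24 uM labeled tracer, and 20 uM heparin induces aggregation over 6 hr at 37 C.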
Tau fluor counter: Counterscreen qHTS for Inhibitors of Tau Fibril Formation, Fluorescence Polarization; hit rate 0.93% among 280,000; Potency, µM (top dose mostly 57.7 µM), without a hit: top-dose activity change, negative = decrease; tau K18 P301L Alexa594 fluorescence, heparin fibrillization; AID 1463, 2008; further: potency means the concentration at half of the fitted maximal effect; on the % scale 0 is the no-effect control and ±100 the full control effect; nearly all actives have a fitted effect of over 55% in size
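Human tau K18 P301L (15 uM unlabeled, 0.24 uM Alexa 594-labeled) in 100 mM sodium acetate pH 7 with 20 uM heparin, 6 hr at 37 C. ThT 30 uM added, 1 hr ambient; Alexa 594 FP and total fluorescence read at 555/632 nm.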
NPSR antagonist: qHTS Assay for Antagonists of the Neuropeptide S Receptor: cAMP Signal Transduction; Potency, µM (titrated, usually from 38.3 µM), for the others: top-dose activity change, negative = inhibition, most hits filed as inhibitors; CHO-NPSR cells, cAMP TR-FRET, antagonist mode; hit rate 1% among 220,000; further: potency means the concentration at half of the fitted maximal effect; on the % scale 0 is the no-effect control and ±100 the full control effect; nearly all actives have a fitted effect of over 50% in size; many of its hits are not listed in these tables
Target sequence (Q6W5P4 whole entry, looked up): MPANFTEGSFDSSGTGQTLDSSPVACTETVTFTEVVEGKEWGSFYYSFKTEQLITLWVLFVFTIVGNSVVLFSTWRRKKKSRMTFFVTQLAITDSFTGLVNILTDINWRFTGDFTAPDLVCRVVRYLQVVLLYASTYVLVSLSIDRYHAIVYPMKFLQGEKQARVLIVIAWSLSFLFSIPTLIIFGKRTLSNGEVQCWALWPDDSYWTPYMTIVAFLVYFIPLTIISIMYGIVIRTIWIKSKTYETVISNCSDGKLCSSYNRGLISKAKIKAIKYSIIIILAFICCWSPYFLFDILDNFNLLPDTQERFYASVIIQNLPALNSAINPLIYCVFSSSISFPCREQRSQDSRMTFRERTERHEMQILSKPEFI
CBFb RUNX1 block: qHTS Assay for Compounds Blocking the Interaction Between CBF-beta and RUNX1 for the Treatment of Acute Myeloid Leukemia. AlphaScreen CBFb-His/RUNX1-biotin binding, biochemical. Potency, µM (top dose mostly 59.8 µM), inactives show top-dose activity, negative = inhibition, usual class: inhibitors. 230,000 tested, under 10 active. AID 1477, 2009; further: % of control where 0% means no effect
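CBFb-His/RUNX1-biotin, 30 nM each, preincubated 20 min RT; compound 15 min RT; Ni + streptavidin beads 50 ng each, 90 min RT; AlphaScreen read.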
* marks the source's active call; other numbers are inactive results; ? = inconclusive; . = no result given; & = joins results of further samples; [ ] = dose if it differs, or a comment. Unless noted, the call rests on the fitted dose curve; in most records, active means well fitted curve in the direction sought with a large enough effect; inconclusive means small, poorly fitted or top-dose-only effect, or another doubt; inactive means no such curve, though single readings can be large; an effect the other way counts as inactive or inconclusive.

Every second line gives: GLA spleen mod	TexasRed fluor	Epigenetic derep	TRb-SRC2 inh	Tau fibril FP	Tau fluor counter	NPSR antagonist	CBFb RUNX1 block
> Cn1c(=O)c(C(=O)Nc2ccccn2)c(O)c2ccccc21
→ -7%	-2%	-5.4%	5%	?	1%	-12%[46.1 µM]	17%
> CC1=C(C#N)C(=O)NC(=O)/C1=C/c1ccc(-c2ccc(S(N)(=O)=O)cc2)o1
→ -1%	-1%	-5.2%	-7%	-18%	?	17%	-3%
> Clc1cccc(CON/C=N/c2ncnc3sccc23)c1
→ 2%	2%	-1.1%	-1%	-7%	-25%	-11%[46.1 µM]	4%
> CC(C)CN1C(=O)/C(=C/c2cccs2)NC1=S
→ -5%	0%	-1.0%	-6%	11%	?	-6%[46.1 µM]	-12%
> CCn1cc(C(=O)N2CCN(c3cc(Cl)ccc3C)CC2)c2cc(OC)c(OC)cc2c1=O
→ .	0%	-1.1%	7%	2%	-12%	.	.
> Cc1sc2nc(-c3ccncc3)[nH]c(=O)c2c1-c1ccccc1
→ 26%	-4%	1.3%	-2%	-2%	-3%	0%	1%
> Cn1c(N)c(C(=O)COC(=O)c2ccc(Cl)c(S(=O)(=O)N3CCCC3)c2)c(=O)n(C)c1=O
→ -26%	-4%	-3.1%	1%	-15%	?	-12%	22%
> O=C(NCc1ccccc1F)C1CCN(C(=O)NCc2ccccc2)CC1
→ -1%	1%	-1.2%	-14%	0%	-5%	-2%[7.67 µM]	5%
> COc1ccc(CCNC(=O)c2cccc(-n3cnc4cccnc43)c2C)cc1OC
→ .	15%	-0.1%	9%	-3%	4%	.	.
> CCC(C)(C)NC(=O)CN(C(=O)c1csnn1)c1ccccc1-c1ccccc1
→ 3%	1%	0.1%	0%	-1%	5%	8%	12%
> COc1ccccc1Cc1nnnn1CC(=O)O
→ -3%	-3%	-0.9%	-9%	-1%	-7%	-2%[46.1 µM]	0%
> O=C(NCC(c1ccc2c(c1)OCO2)N1CCOCC1)c1ccccc1 (stereo not given)
→ .	3%	0.0%	5%	3%	-1%	.	.
> COc1ccc(-c2nc(N)ncc2-c2csc(C)n2)c(O)c1OC
→ -13%	-1%	4.1%	-4%	-1%	-7%	8%	6%
> Cc1nc(SCc2ccc([N+](=O)[O-])cc2)nc2ccccc12
→ 3%	-3%	-4.6%	-5%	-6%	-12%	-14%[46.1 µM]	-2%
> COCCNC(=O)CN(C)S(=O)(=O)c1ccc(Br)cc1
→ -2%	-4%	0.0%	-5%	-12%	-7%	2%	0%
> CC(C)NC[C@H](O)c1ccc2ccccc2c1
→ -6%	-2%	1.0%	-1%	-5%	-9%	.	0%&-3%[21.7 µM]
> CCn1cc(CNCc2cn(-c3ccccc3C)nc2-c2ccc(OC)c(F)c2)cn1
→ 0%	-4%	2.1%	0%	7%	-10%	13%	5%
> S=c1[nH]nc(COc2ccc3c(c2)OCO3)n1-c1ccccc1
→ -2%	-2%	-1.0%	-8%	-2%	-5%	-8%[46.1 µM]	-2%
> O=C(Nc1cccc(Cl)c1)c1ccc(F)c(S(=O)(=O)NCc2ccc3c(c2)OCO3)c1
→ 1%	-1%	0.3%	3%	?	16µM*[quencher]	-21%	?
> Cc1cc(S(=O)(=O)N(C)CCc2ccccc2)ccc1-n1cnnn1
→ 2%	0%	-3.5%	0%	-1%	-6%	0%[46.1 µM]	9%
> c1ccc2oc(-c3[nH]ncc3CN3CCC(N4CCSCC4)CC3)cc2c1
→ -1%	-1%[53 µM]	-0.3%	2%[53 µM]	-4%	-4%	-12%	3%
> O=C(Nc1ccc(CN2CCCCC2)cc1)Nc1ccccc1Cl
→ 1%	-3%	-3.0%	1%	-6%	-14%	-2%	5%
> COc1ccccc1Oc1cc(F)nc(N)n1
→ 9%	-8%	0.0%	-3%	2%	-3%	0%[46.1 µM]	-2%
> Cc1nnc(Nc2ccc3c(c2)ncn3C)c2ccccc12
→ -1%	-2%	-2.0%	-6%	-4%	-12%	-29%[46.1 µM]	6%
> CCc1onc(C)c1C(=O)Nc1cc(C)ccc1OC
→ 2%	2%	-1.0%	-19%	0%	2%	-21%[46.1 µM]	18%
> COc1ccccc1Cn1c(=S)[nH]c2cc(C(=O)NCC3CCCO3)ccc2c1=O (stereo not given)
→ -6%	0%	-5.1%	7%	-7%	-24%	-24%	4%
> COC(=O)c1c(C(=O)OC)c2n(c1C)CCC2
→ -6%	1%	-1.5%	6%	-3%	-9%	-2%[46.1 µM]	-4%
> CCC[C@@H]1C[C@@H](C(=O)NC(C(C)Cl)[C@H]2O[C@H](SC)[C@H](O)[C@@H](O)[C@H]2O)N(C)C1 (stereo not given in full)
→ -4%	2%	0.6%	-2%	1%	-4%	.	-19%
> COc1ccc2oc(=O)c(C(=O)Nc3ccccc3-c3ccccc3)cc2c1
→ 8%	-5%	-2.7%	9%	?	-23%	?	15%
> O=C(Oc1cccc2ccccc12)c1cc(Cl)nc2ccccc12
→ 3%	-6%	0.0%	-5%	?	-26%	-19%[46.1 µM]	-7%

Looked up above.
c1ccc2oc(-c3[nH]ncc3CN3CCC(N4CCSCC4)CC3)cc2c1 in Epigenetic derep: -0.3%
Cc1nnc(Nc2ccc3c(c2)ncn3C)c2ccccc12 in TexasRed fluor: -2%

Later entries
Every second line gives: GLA spleen mod	TexasRed fluor	Epigenetic derep	TRb-SRC2 inh	Tau fibril FP	Tau fluor counter	NPSR antagonist	CBFb RUNX1 block
> CCCCC(=O)Nc1cccc(C(C)O)c1 (stereo not given)
→ 1%	-1%	-1.7%	-7%	-2%	5%	13%	13%
> Cn1c(CCc2ccccc2)nnc1SCC(=O)N1CCCC1
→ 2%	-6%	0.0%	-7%	1%	0%	2%[46.1 µM]	6%
> COc1c(C)cc(C(=O)C2CCCN(C(=O)CCCn3cncn3)C2)cc1C (stereo not given)
→ 10%	3%	3.2%	2%	1%	-2%	3%	13%
> CCCc1cnc(N2CCN(S(C)(=O)=O)CC2)nc1
→ -1%	1%	3.8%	3%	1%	-3%	-14%	7%
> NS(=O)(=O)c1ccc(CCNC(=O)c2ccc3c(c2)OCCO3)cc1
→ -6%	-2%	1.1%	-5%	-12%	-7%	-2%	1%
> COc1cc(OC)c([C@@H]2O[C@H](CO)[C@@H](O)[C@H](O)[C@H]2O)c(OC)c1
→ 12%	1%	1.1%	9%	13%	3%	.	-6%
> Cc1ccc(-c2ccc(/C=C3\C(=O)ON=C3c3ccccc3)o2)c([N+](=O)[O-])c1
→ -14%	-5%	0.8%	-8%	-12%	?	7.9µM*	-17%
> COc1ccccc1NC(=O)N1CCN(Cc2nc3ccc(C)cc3o2)CC1
→ .	1%	-4.2%	10%	5%	-2%	.	.
> CC(C)Oc1ccc(Cc2cnc(N)nc2N)cc1
→ -1%	3%	-2.4%	-1%	-3%	-3%	-3%[46.1 µM]	-12%
> CCOc1ccc(N=C2NN=C(c3cc(C)n(CC4CCCO4)c3C)CS2)cc1 (stereo not given)
→ 5%	1%	1.1%	-3%	-2%	-7%	-4%	?
> Cc1cc(C2=NNC(=NC3CC3)SC2)c(C)n1Cc1ccco1
→ -5%	0%	1.1%	-4%	?	-22%	27%	-14%
> O=C(COc1ccccc1)Nc1ccc(CN2CCCCC2)cc1
→ -7%	-5%	2.5%	-8%	-5%	-2%	-14%	17%
> CCCn1nnc(NC(=S)NC(=O)/C=C/c2ccco2)n1
→ -5%	-4%	0.0%	-12%	?	-7%	13%	-23%
> CS(=O)(=O)c1ccc(CNC(=O)C2(C(F)(F)F)C/C(=C/CCO)CCCO2)cc1 (stereo not given)
→ -26%	-3%	.	4%	.	.	.	-10%
> COc1ccc2[nH]c3c(C)c4ccncc4c(C)c3c2c1
→ 7%	-11%	?	-5%	-8%	?	?	-14%
> CCc1ccc(CNC(=O)c2nn(-c3ccc(C)c(C)c3)nc2CO)cc1
→ .	-1%	-1.4%	-4%	1%	7%	.	.
> COc1ccc(N2CCN(C(c3cccs3)C(C)NC(=O)c3ccco3)CC2)cc1 (stereo not given)
→ -4%	-2%	-1.0%	4%	10%	-15%	1%[46.1 µM]	0%
> COc1ccc(-c2cc(C(=O)N3CC4(C)CC3CC(C)(C)C4)no2)cc1OC (stereo not given)
→ 3%	-1%	-0.9%	-9%	10%	-26%	?	0%
> CCOC(=O)C(C(=O)Nc1nccs1)C1CCCCC1 (stereo not given)
→ -3%	-6%	2.4%	-8%	-8%	-7%	1%[46.1 µM]	9%
> Clc1ccc(OCc2nc(-c3ccncc3)no2)cc1
→ -16%	-1%	-1.6%	-2%	-4%	-4%	-23%[46.1 µM]	-12%
> CCN1CCN(CC(O)COCc2cc(OC)c(OC)c(OC)c2)CC1 (stereo not given)
→ 9%	1%	-1.0%	-8%	11%	0%	23%	12%
> Cc1ccc(NC(=O)CCn2cnc3ccccc3c2=O)cc1
→ -4%	-2%	1.7%	-2%	-15%	1%	0%	1%
> Cc1ccc(CCNC(=O)c2cnc3c(-c4ccc(F)cc4)c(C)nn3c2C)cc1
→ .	1%	0.0%	-8%	-1%	1%	.	.
> O=C(C[n+]1cc(-c2ccccc2)n2c1CCC2)c1cccs1
→ -1%	1%	0.1%	-4%	-8%	-6%	8%	-5%

Some entries already given with just NPSR antagonist, TexasRed fluor and Tau fibril FP:
SMILES	NPSR antagonist	TexasRed fluor	Tau fibril FP
CCN1CCN(CC(O)COCc2cc(OC)c(OC)c(OC)c2)CC1 (stereo not given)	23%	1%	11%
Cc1ccc(NC(=O)CCn2cnc3ccccc3c2=O)cc1	0%	-2%	-15%
Cc1ccc(CCNC(=O)c2cnc3c(-c4ccc(F)cc4)c(C)nn3c2C)cc1	.	1%	-1%
O=C(C[n+]1cc(-c2ccccc2)n2c1CCC2)c1cccs1	8%	1%	-8%

From PubChem

These rows are one share of the data; the hit share may differ from the screen's.
